HTR1E antagonist: 5-HT1E receptor antagonists, primary screen, cell-based, HTS; CHO 5-HT1E Ga15 NFAT-bla reporter, FRET, antagonist; 5-hydroxytryptamine receptor 1E (Homo sapiens), P28566; 0.99% of 65,000 active; inhibition, % at 6 µM;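 active = inhibition above a set limit, the mean inhibition across every tested compound plus 3 SD, cut at about 29% in these data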;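 note: signal is the 460 over 535 nm emission ratio of beta-lactamase substrate; 0% = agonist plus DMSO wells and 100% = wells without agonist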
S1P1 ag pot: S1P1 agonists and agonism potentiators, primary screen, cell-based, primary and confirmation screens, CRE-bla reporter; AID 449, 2006; S1P1 CRE-bla cells, forskolin, beta-lactamase FRET, potentiator mode; S1P1 agonist co-added at EC20, 2 nM; 100% = saturating reference agonist, 0% = basal; activation, % at 9.5 µM; 0.57% of 56,000 active; Sphingosine 1-phosphate receptor 1 (Homo sapiens), P21453;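 active = activation above a cutoff set at the mean activation of all tested compounds plus 3 SD, cut at about 54% in these data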;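 note: forskolin at 4 µM as EC80 and the EC20 agonist is SEW2871; 100% = SEW2871 at its EC100 plus forskolin at EC80; some compounds past the cut are filed as inactive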
Target sequence (P21453 whole entry, looked up): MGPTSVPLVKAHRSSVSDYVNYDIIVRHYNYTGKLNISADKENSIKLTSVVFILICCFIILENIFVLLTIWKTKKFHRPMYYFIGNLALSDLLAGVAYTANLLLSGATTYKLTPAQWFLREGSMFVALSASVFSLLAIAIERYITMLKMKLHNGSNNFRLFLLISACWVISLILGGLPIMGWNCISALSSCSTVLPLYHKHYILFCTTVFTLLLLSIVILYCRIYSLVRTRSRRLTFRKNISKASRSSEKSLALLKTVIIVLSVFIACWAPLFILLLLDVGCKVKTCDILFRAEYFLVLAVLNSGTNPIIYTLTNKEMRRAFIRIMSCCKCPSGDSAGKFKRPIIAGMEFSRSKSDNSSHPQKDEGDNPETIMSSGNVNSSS
SF-1 act: activators of human SF-1, primary screen, cell-based, CHO-K1, Gal4-SF-1 LBD, luciferase luminescence; AID 522, 2006; 1.9% of 65,000 active; activation, % at 10 µM; CHO-K1 Gal4-SF-1 LBD luciferase reporter; % increase over DMSO SF-1-specific signal;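 active = activation above the mean activation of all tested compounds plus 3 SD, cut at about 50% in these data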
Target sequence (Q13285 whole entry, looked up, the tested form may be a part): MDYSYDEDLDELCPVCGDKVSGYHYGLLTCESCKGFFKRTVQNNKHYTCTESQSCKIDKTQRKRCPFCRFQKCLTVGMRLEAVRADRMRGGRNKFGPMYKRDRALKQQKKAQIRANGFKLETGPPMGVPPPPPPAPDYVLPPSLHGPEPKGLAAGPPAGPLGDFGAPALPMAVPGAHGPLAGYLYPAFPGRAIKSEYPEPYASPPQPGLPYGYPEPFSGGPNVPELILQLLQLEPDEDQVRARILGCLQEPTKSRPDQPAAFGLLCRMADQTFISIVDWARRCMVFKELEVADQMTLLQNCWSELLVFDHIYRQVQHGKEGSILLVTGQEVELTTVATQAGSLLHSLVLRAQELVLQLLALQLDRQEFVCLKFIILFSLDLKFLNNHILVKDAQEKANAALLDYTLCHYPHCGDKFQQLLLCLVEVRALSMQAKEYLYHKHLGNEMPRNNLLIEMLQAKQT
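System: CHO-K1 cells with Gal4–hSF-1 LBD chimera plus Gal4-driven luciferase; quantity: 4,000 CHO-K1 cells per well; compound: one dose, 10 µM compound, 1% DMSO; times: 20 h compound treatment, 37 °C; measured by: SteadyLite luciferase luminescence; read-out: percent activation versus DMSO; benchmarks: DMSO and mock-transfected background; replicates: one test per compound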
AP complement: alternative complement pathway inhibitors, primary screen, biochemical, ELISA, human serum, orthogonally pooled compounds; 0.08% of 62,000 active; inhibition, % at 5 µM; LPS-coated ELISA, C3 deposition; tested in compound mixtures;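 active = inhibition above 30% in each of the two pooled mixtures holding the compound, so the lower value exceeds 30%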;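 note: 0% = serum in Mg-EGTA without compound and 100% = EDTA serum blank; some compounds past the cut are filed as inactive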
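Assay system: Human serum alternative complement pathway, C3 deposition on LPS-coated wells | Incubation: 1 h serum-compound exposure at 37 °C | Doses: 5 µM per compound in ten-compound mixtures | Read-out: Percent inhibition | Technique: ELISA with HRP anti-human C3 antibody, TMB substrate, absorbance 450 nm | Replication: Two pool placements per compound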
Ecoli tolC: growth inhibitors of E. coli tolC mutant, primary screen, strain BW25113 ΔtolC::kan, 384-well | 2.2% of 65,000 active | growth inhibition, % at 10 µM (by protocol) | OD615;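 active = growth inhibition at or above a cutoff equal to the mean over every tested compound plus 3 SD, cut at about 60% in these data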;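 note: growth measured after 20 h incubation at 37 °C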
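Signal: optical density read at 615 nm; Assay system: E. coli ΔtolC::kan strain BW25113; Times: 20 h incubation with compound, 37 °C; Dosing: 10 µM final, single dose.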
RORA act: activators of orphan receptor RORA, primary screen, cell-based, luminescence | Nuclear receptor ROR-alpha (Homo sapiens), P35398 | activation, % at 10 µM | 1.5% of 65,000 active | CHO-K1 Gal4-RORA LBD luciferase reporter; percent increase over mock-subtracted basal signal;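 active = activation above the mean of all tested compounds plus 3 SD, cut at about 49% in these data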;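 note: 0% = DMSO-treated RORA cells and 100% = added signal equal to DMSO minus mock-transfected cells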
HTR1E agonist: 5-HT1E receptor agonists, primary screen, cell-based, HTS | 5-hydroxytryptamine receptor 1E (Homo sapiens), P28566 | CHO 5-HT1E Ga15 NFAT-bla reporter, FRET; 0% DMSO wells, 100% control agonist wells | activation, % at 6 µM | 0.69% of 65,000 active | AID 574, 2007;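 active = activation above a set limit, the screen-wide mean activation plus 3 SD, cut at about 8.5% in these data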;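 note: 100% = positive control agonist at 1 µM giving full maximal response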
5-HT1A blocker: human 5-HT1a receptor antagonists, primary screen, cell-based, CHO, Ga15 NFAT-bla reporter. 5-hydroxytryptamine receptor 1A (Homo sapiens), P08908. CHO 5-HT1a Ga15 NFAT-bla reporter, antagonist mode. inhibition, % at 10 µM. 0.68% of 62,000 active. AID 612, 2007;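 active = inhibition above the mean of all tested compounds plus 3 SD, cut at about 43% in these data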;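 note: receptor stimulated by 5-CT agonist at 100 nM near EC80; beta-lactamase reporter measured by ratiometric fluorescence of a cleavable substrate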
S1P3 agonist: human S1P3 receptor agonists, primary screen, cell-based, primary and confirmation, NFAT-BLA reporter; S1P3 NFAT-BLA reporter cells, agonism, FRET ratio; relative to 1 µM S1P, basal subtracted; activation, % at 4.5 µM; 0.1% of 60,000 active; AID 373, 2006;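 active = activation above the screen-wide mean plus 3 SD, cut at about 4.5% in these data, passing the limit was not always enough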; note: some compounds called inactive have numbers as strong as hits
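Measure – % activation relative to 1 µM S1P (100%), per plate · System – stable CHO line with human S1P3, Gα16, NFAT-BLA reporter · Timing – cells plated overnight, compound 4 h 37 °C, substrate 2 h RT · Technique – fluorescent BLA substrate, ex 405 nm, em 460/535 nm ratio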
Starred values were filed as active, the others as inactive; . = no result given. Not a hit list. About 7.1% of those tested had a hit in this group.

SMILES	HTR1E antagonist	S1P1 ag pot	SF-1 act	AP complement	Ecoli tolC	RORA act	HTR1E agonist	5-HT1A blocker	S1P3 agonist
O=S(=O)(Cc1ccccc1)N1CCc2ccccc21	-4.5	7.6	-5.1	12.9	19.3	-6.3	-0.5	-1.2	0.0
O=S(=O)(c1ccc(-c2ccccc2)cc1)N1CCOCC1	-7.0	.	8.7	-7.7	11.5	-3.3	-0.1	7.6	-1.5
CCOc1ccc(C2=[N+]([O-])C(C)(C)N(O)C2(C)C)cc1	-0.6	-7.4	5.2	-7.9	-9.9	-29.8	0.0	2.8	0.2
COc1ccc(C2C(C(N)=O)=C(C)Nc3nc(-c4ccccc4OC)nn32)cc1OC (centres undefined)	0.9	-12.2	-32.0	2.2	4.8	2.3	-0.3	4.2	-0.2
CCCSc1nc(C)c(CC(=O)O)c(=O)[nH]1	8.8	6.1	-14.0	.	21.2	0.8	0.1	.	-3.2
CCCCCn1c(C(C)NC(=O)CCC)nc2ccccc21 (centres undefined)	-23.6	7.8	12.4	16.3	-9.9	-8.7	0.7	-4.3	-0.7
COc1ccc(S(=O)(=O)N2CCC(n3cnc4cc(C(F)(F)F)ccc43)CC2)cc1	3.8	-9.9	7.5	-1.9	20.6	-17.9	21.7*	-13.1	-0.2
COc1ccc(C(=O)Nc2ccc(S(=O)(=O)Nc3nccnc3OC)cc2)cc1OC	4.8	3.0	-16.3	-2.0	-9.0	3.7	0.5	-5.3	-1.7
O=C(CN1CCC(c2nc3ccccc3[nH]2)CC1)NCc1ccc2c(c1)OCO2	-0.5	0.7	-0.2	2.8	-12.8	25.3	-0.5	4.2	0.9
Cc1ccc(S(=O)(=O)/C(C#N)=C/c2c(N3CCN(C)CC3)nc3ccccn3c2=O)cc1	3.0	-0.7	6.8	.	0.0	0.0	0.4	.	-4.3
COc1ccccc1N1CCN(C(=O)c2ccc(NC(C)=O)cc2)CC1	-0.6	-2.2	-19.9	10.2	-11.6	5.1	0.2	-10.9	-0.1
O=C(NCc1cccnc1)NC1(C(F)(F)F)Oc2ccccc2O1	-7.0	.	-6.4	6.7	1.6	11.0	1.8	14.2	.
CCc1nnc(NC(=O)c2ccc(-c3cccc(C(F)(F)F)c3)o2)s1	-4.9	-10.8	-6.7	0.1	-13.4	-15.6	0.3	6.3	-1.1
CS(=O)(=O)N(CC(N)=O)c1ccc(F)c(Cl)c1	-3.9	-32.2	-0.5	0.3	-18.6	-2.6	-0.1	-11.1	0.1
CCc1ccc(C2C3=C(CC(C)(C)CC3=O)Nc3c2c(=O)[nH]c2nc(C)nn32)cc1 (centres undefined)	-6.3	9.1	1.1	16.8	28.2	-13.4	0.3	-14.2	-0.8
COc1cccc2[nH]c3c(N4CCC(C(N)=O)CC4)ncnc3c12	-13.7	-1.7	-6.7	12.6	-11.0	2.5	0.9	11.2	0.2
CCOc1ccc(CCNS(=O)(=O)c2cnc[nH]2)cc1OCC	31.3*	-17.0	8.9	3.5	-36.1	-11.1	-0.5	-0.6	-1.1
CC(Sc1nnc2ccccn12)C(=O)Nc1ccc(Cl)cn1 (centres undefined)	-5.4	-4.5	-6.4	7.8	-3.3	-15.9	-0.7	-6.4	1.9
COc1ccccc1-n1c(SCC(=O)Nc2ccc(F)cc2)nc2c(c1=O)SCC2	-3.6	11.2	-7.3	-2.7	5.3	-7.0	0.2	1.7	-0.7
Cc1noc(C)c1COC(=O)c1cccc(S(=O)(=O)N2CCCCCC2)c1	14.9	51.1	-31.9	9.5	37.3	-24.8	0.1	-1.3	-0.6
CC(C)(C)NC(=O)CSc1nnnn1C(C)(C)C	-1.7	-19.2	17.7	5.3	-28.6	-9.5	0.6	-3.4	0.2
Cc1nnc(N2CCN(Cc3ccccc3)CC2)[nH]c1=O	1.7	.	-8.2	12.9	-2.6	2.5	-0.1	0.6	-0.3
CCCOC(=O)c1ccc(NC(=O)c2ccoc2C)cc1	-3.4	-15.4	63.4*	8.0	-5.0	41.8	-0.2	-3.1	-0.9
O=C1C2CCCN2C(c2ccc(F)c(F)c2)N1c1cccc(Cl)c1 (centres undefined)	-11.7	19.6	4.9	15.6	0.6	2.2	0.1	14.2	-0.4
CCCCOc1ccc(C(=O)OC2CC(C)N(C)CC2C)cc1 (centres undefined)	14.7	0.0	1.6	14.4	0.5	-19.9	-1.2	.	-4.5

Remaining list, next part:
SMILES	HTR1E antagonist	S1P1 ag pot	SF-1 act	AP complement	Ecoli tolC	RORA act	HTR1E agonist	5-HT1A blocker	S1P3 agonist
CC1C=CC(C)C(C(=O)O)C1C(=O)O (centres undefined)	-1.6	-25.2	-8.9	14.6	-12.3	-26.6	-0.1	-5.1	-0.7
CC(C)c1cc(NC(=O)C(C)(C)C)cc(C(C)C)c1O	-9.0	.	-6.0	4.0	1.1	-1.1	0.4	5.2	1.0
Cc1ccc(NCc2nnc(SCC(=O)OC3CCCCC3)o2)c(C)c1	17.6	8.8	6.2	17.7	15.8	1.5	0.1	6.6	-1.1
O=C(Nc1ccccc1)c1ccc(S(=O)(=O)NCc2ccco2)cc1	2.4	13.7	-16.2	-6.2	-3.2	-1.7	-0.7	14.0	-0.9
CC1(C)Cc2[nH]c(=O)c(C#N)cc2CS1	1.6	-22.0	5.2	.	-1.1	3.9	-0.5	.	-0.4
COc1ccc(-c2cc(C(=O)NCCc3ccccc3)no2)cc1OC	4.3	-2.4	4.5	21.4	7.8	29.5	0.8	2.9	-1.4
O=C(CSc1ccccc1)Nc1ccccc1N1CCOCC1	8.5	-40.0	-9.9	18.2	21.1	-8.3	-1.0	-3.3	-0.3
Cc1c(NC(=O)C(C)OC(=O)c2cc3c4ccccc4n(C)c3s2)c(=O)n(-c2ccccc2)n1C (centres undefined)	-8.7	23.7	3.1	3.1	1.0	-4.0	0.7	8.1	0.7
Nc1nc(SCc2ccccc2)ns1	-7.2	.	55.0*	4.8	3.7	23.8	0.8	-0.6	-0.8
CCCc1cc(C(=O)NCc2cccs2)no1	-11.4	-2.0	50.1*	19.6	-12.1	36.8	0.3	0.0	0.6
CCCS(=O)(=O)N1CCCC(C(=O)NCCN2CCC(Cc3ccccc3)CC2)C1 (centres undefined)	-4.4	-28.1	10.7	0.7	-11.9	-2.0	0.4	46.5*	0.0
O=C(COc1ccc(-c2nnco2)cc1)N1CCN(S(=O)(=O)c2ccccc2)CC1	-2.6	.	-3.1	0.2	-11.2	-3.0	0.5	-5.6	.
c1ccc(-n2cnc3cc(NCc4ccncc4)ccc32)cc1	8.3	20.1	28.1	-0.9	27.7	7.4	0.6	6.8	-0.4
Cc1cc(=O)n2[nH]c(-c3ccc(Cl)cc3)cc2n1	-9.1	0.6	36.0	9.2	-14.1	46.1	-0.5	0.2	0.1
CC(=O)Nc1ccc(OC(=O)c2cccnc2)cc1	-9.9	-9.3	-6.1	-1.6	-12.2	-2.4	-0.2	2.0	-1.1
CCN(CC)S(=O)(=O)c1cccc(-c2nnc(SCc3nnc(-c4cccs4)o3)n2N)c1	2.0	.	-1.4	5.1	6.3	9.7	-0.6	-8.6	.
CCC(=O)c1ccc(OCC(O)Cn2cnc3ccccc32)cc1 (centres undefined)	-4.4	6.0	-9.1	1.8	8.8	-6.7	0.1	4.0	-1.2
Cn1c(SCC(=O)NCc2ccc3c(c2)OCO3)nnc1C1COc2ccccc2O1 (centres undefined)	-3.4	20.8	7.2	-1.9	-9.4	-4.2	-0.2	7.3	0.0
O=C(Nc1sccc1C(=O)NCc1ccco1)c1cccnc1	5.5	-42.9	-3.7	20.0	21.1	-24.1	-1.3	4.8	-0.8
COc1ccc(CN2CCCC(C(=O)N3CCCC3)C2)cc1 (centres undefined)	-3.9	-7.3	11.6	7.6	-17.2	-1.5	-0.3	-6.7	-0.6
COc1ccc(Nc2ncnc3c2cnn3Cc2ccccc2)cc1	14.6	.	2.5	12.1	11.3	19.4	-0.8	-0.7	.
Cn1c(=O)c2c(nc(-n3ccnc3)n2Cc2ccc(Cl)cc2Cl)n(C)c1=O	14.0	.	-0.3	6.0	-7.9	-8.9	1.7	-6.7	-1.0
CC1=C(C(=O)Nc2ccccn2)C(c2ccc(N(C)C)cc2)n2ncnc2N1 (centres undefined)	-14.3	-31.0	11.5	16.5	-14.2	36.3	0.5	2.3	-0.3
CC(C)CCNc1nc(N2CCCC2)c2c(c1C#N)CCN(C)C2	-11.9	-4.8	2.7	4.7	0.8	5.3	1.0	-18.1	-1.7
CC1(C)Cc2ccccc2C(=NCCCC(=O)O)N1	-15.1	-9.9	-2.7	24.9	-19.8	-5.8	0.5	-6.1	0.3
CCOC(=O)c1c(C)oc2ccc(OC(=O)N3CCOCC3)cc12	-2.5	.	2.8	19.0	8.9	-13.2	0.3	-1.8	.
Cc1cc(N2C(=O)C(=O)/C(=C(/O)c3ccc(Cl)cc3)C2c2cccc(Br)c2)no1 (centres undefined)	-13.6	.	0.2	15.6	19.0	15.4	0.2	1.3	0.1
COc1ccc(CCN(Cc2cc3cc(C)ccc3[nH]c2=O)C(=O)N2CCCC2)cc1OC	-2.3	-11.4	13.1	13.3	7.4	9.7	1.4	-10.2	0.0
O=C(O)CCC(=O)N1CCc2cc(S(=O)(=O)NC3CCCc4ccccc43)ccc21 (centres undefined)	-2.6	-7.4	-8.5	6.7	3.4	0.4	-0.3	-6.7	0.5

Complete entries, quoted from the list. Order of screens: HTR1E antagonist, S1P1 ag pot, SF-1 act, AP complement, Ecoli tolC, RORA act, HTR1E agonist, 5-HT1A blocker, S1P3 agonist
`c1ccc(-n2cnc3cc(NCc4ccncc4)ccc32)cc1` is listed with 8.3, 20.1, 28.1, -0.9, 27.7, 7.4, 0.6, 6.8, -0.4
`O=C(CSc1ccccc1)Nc1ccccc1N1CCOCC1` is listed with 8.5, -40.0, -9.9, 18.2, 21.1, -8.3, -1.0, -3.3, -0.3
`Cc1cc(=O)n2[nH]c(-c3ccc(Cl)cc3)cc2n1` is listed with -9.1, 0.6, 36.0, 9.2, -14.1, 46.1, -0.5, 0.2, 0.1

From PubChem
